FXIIa inh 1536: blocks human coagulation factor XIIa protease activity. inhibition, % at 5 µM. purified FXIIa, Boc-QGR-AMC fluorogenic substrate, 2 h. 220,000 tested, 0.3% active; in the data active means inhibition above about 40%;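 further: 0% = enzyme with no compound and 100% = blank without enzyme; many of its hits are not listed in these tables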
Thrombin inh: inhibitors of human thrombin; inhibition, % at 5 µM; P00734; 220,000 tested, 0.26% active; alpha-thrombin, Boc-VPR-AMC fluorogenic substrate cleavage;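 active means inhibition at or above 40%; inactive means inhibition below 40%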;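 further: 0% = enzyme with no compound and 100% = wells without enzyme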
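Material: human alpha-thrombin protein. Incubation: reaction at ambient temperature. Technique: fluorescence of released AMC, ex 355 nm, em 460 nm. Control set: no-compound enzyme wells and no-enzyme blanks. Also added: Boc-VPR-AMC substrate, 15 µM final. Buffer or medium: pH 7.5 Tris (50 mM) with NaCl 150 mM, Tween 20 0.05%.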
FXIa inh 1536: blocks human coagulation factor XIa protease activity; inhibition, % at 5 µM; purified FXIa, Boc-Glu-Ala-Arg-AMC fluorogenic substrate; 220,000 tested, 0.14% active; AID 798; P03951;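 active means inhibition of at least 40%; inactive means inhibition below 40%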;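 further: fluorescence of freed AMC excited at 355 nm; 0% = enzyme without compound and 100% = no enzyme blank; many of its hits are not listed in these tables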
Target sequence (P03951 19-387 limits assumed): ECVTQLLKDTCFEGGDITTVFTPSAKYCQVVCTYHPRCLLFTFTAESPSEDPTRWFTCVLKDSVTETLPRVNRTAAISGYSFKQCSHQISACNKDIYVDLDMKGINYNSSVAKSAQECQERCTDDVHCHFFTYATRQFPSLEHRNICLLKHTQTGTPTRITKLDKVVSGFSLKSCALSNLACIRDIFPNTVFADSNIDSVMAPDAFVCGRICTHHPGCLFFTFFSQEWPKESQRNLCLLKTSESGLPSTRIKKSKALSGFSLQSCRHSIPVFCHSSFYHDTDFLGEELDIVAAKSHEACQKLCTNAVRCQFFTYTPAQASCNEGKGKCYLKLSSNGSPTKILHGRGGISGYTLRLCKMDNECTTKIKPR
Target sequence (P03951 388-625 limits assumed): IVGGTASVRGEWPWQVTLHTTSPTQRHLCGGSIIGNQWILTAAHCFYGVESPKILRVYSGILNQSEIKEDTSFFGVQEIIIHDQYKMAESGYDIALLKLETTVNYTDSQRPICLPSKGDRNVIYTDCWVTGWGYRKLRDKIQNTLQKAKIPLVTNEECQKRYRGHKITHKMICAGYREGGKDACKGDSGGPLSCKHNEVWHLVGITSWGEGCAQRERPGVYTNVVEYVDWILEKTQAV
Rad51 HR inh: blocks human Rad51 in homologous recombination. inhibition, % at 10 µM. hRad51 DNA strand exchange, fluorescence dequenching. 200,000 tested, 0.085% active;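 active means inhibition above 40% at the single screening dose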;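 further: 0% = DMSO control wells and 100% = blanks with heterologous ssDNA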
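Material: Human Rad51 nucleoprotein filaments preassembled on unlabelled ssDNA | Also added: Labelled 47-mer dsDNA for strand exchange | Dosing: Single dose, 10 µM final compound | Schedule: 30-min compound preincubation and 15-min exchange, both room temperature | Technique: Fluorescence dequenching at 485/520 nm | Measure: Percent inhibition relative to plate controls and blanks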
m-calpain inh: blocks pig calpain II enzyme activity; purified calpain II, fluorogenic peptide substrate, 30 min; inhibition, % at 16 µM; 220,000 tested, 0.37% active; AID 1236;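 active means inhibition above about 50%, limit read from the data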
Furin inh: blocks human furin protease activity; P09958; purified furin, fluorogenic substrate cleavage; inhibition, % at 30 µM; 220,000 tested, 0.061% active; AID 463115; in the data active means inhibition above about 25%; further: inactives centre near -15
KLK5 inh: inhibitors of human kallikrein 5 | inhibition, % at 5 µM | Q9Y337 | 210,000 tested, 0.59% active | recombinant hK5, fluorogenic AMC substrate cleavage;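 active means inhibition of 40% or more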;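 further: 0% = enzyme controls without compound and 100% = no-enzyme blanks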
Target sequence (Q9Y337 67-293 limits assumed): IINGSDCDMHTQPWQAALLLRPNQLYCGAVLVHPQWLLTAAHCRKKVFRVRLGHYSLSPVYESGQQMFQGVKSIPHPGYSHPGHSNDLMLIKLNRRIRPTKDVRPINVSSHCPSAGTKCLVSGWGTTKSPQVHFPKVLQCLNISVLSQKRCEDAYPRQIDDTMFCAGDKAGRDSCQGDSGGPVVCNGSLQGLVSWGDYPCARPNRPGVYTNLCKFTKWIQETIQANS
PERK inhibitor: blocks human PERK kinase; Q9NZJ5; CHO PERK-DD fusion, SEAP luminescence translation reporter; inhibition, % at 5.6 µM; 220,000 tested, 0.17% active; AID 1416;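 active means inhibition above the mean inhibition of all tested compounds plus 3 SD, set separately per screening campaign, cut at about 2.9% in these data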;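 further: PERK kinase domain activated by AP20187 dimerizer at 100 nM; 0% = DMSO with dimerizer and 100% = rapamycin at 8.4 µM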
KCC2 mod: KCC2 (human) Cl- transport modulation; Q9H2X9; AID 1456; KCC2 cells, thallium flux FluoZin-2 fluorescence; B-score of Tl+ flux slope (higher = more flux/activation; lower = inhibition) at 10 µM; 190,000 tested, 2.2% active;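 active means thallium flux slope and its plate-corrected score both differing from the plate sample mean at a set confidence after two filtering rounds, in either direction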;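 further: slope of fluorescence scaled to starting intensity during 10 to 20 s after thallium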
An asterisk follows results filed as active; i = inactive; . = not tested or not shown; [ ] = dose if it differs, or a comment.

A first look (3 entries):
entry	Structure	FXIIa inh 1536	Thrombin inh	FXIa inh 1536	Rad51 HR inh	m-calpain inh	Furin inh	KLK5 inh	PERK inhibitor	KCC2 mod
1	Cc1cccc(N(Cc2ccc(Cl)cc2)S(C)(=O)=O)c1	6	5	-2	-21	10	-25	-18	1.9	-1.2
2	CC(Oc1ccccc1)C(=O)Nc1nc2c(s1)C(=O)CC(C)(C)C2 (centres undefined)	7	3	2	2	-4	-12[20 µM]	-8	0.3	0.52
3	O=C1c2ccccc2C(O)N1Cc1ccccc1 (centres undefined)	9	0	0	-4	8	-29	4	0.7	1

This part in full, repeating the preview:
entry	Structure	FXIIa inh 1536	Thrombin inh	FXIa inh 1536	Rad51 HR inh	m-calpain inh	Furin inh	KLK5 inh	PERK inhibitor	KCC2 mod
1	Cc1cccc(N(Cc2ccc(Cl)cc2)S(C)(=O)=O)c1	6	5	-2	-21	10	-25	-18	1.9	-1.2
2	CC(Oc1ccccc1)C(=O)Nc1nc2c(s1)C(=O)CC(C)(C)C2 (centres undefined)	7	3	2	2	-4	-12[20 µM]	-8	0.3	0.52
3	O=C1c2ccccc2C(O)N1Cc1ccccc1 (centres undefined)	9	0	0	-4	8	-29	4	0.7	1
4	CC(C)OC(=O)CSc1nc2ncccc2[nH]1	19	-7	20	-2	2	-14	-20	-0.4	0.33
5	CCOC(=O)/C(C#N)=C/c1ccc(OC)c(OC)c1	10	-2	3	4	0	0[20 µM]	-8	0.4	-0.59
6	N#Cc1ccccc1S(=O)(=O)c1ccccc1C(=O)Nc1ccccc1	-9	-1	0	-6	12	-24	-6	0.7	0.049
7	Cc1ncc(CN2CCC(CO)(CCOc3ccccc3)CC2)s1	5	-4	10	.	-2	-18	3	-0.2	-0.24
8	CCCCn1c(N2CCC(Cc3ccccc3)CC2)nc2c1c(=O)[nH]c(=O)n2C	21	2	6	-11	21	2	-1	-0.6	-4.9*
9	Cc1cc(C)n(-c2nc(NCCN(C)C)c3c4c(sc3n2)CCCC4)n1	6	-7	2	.	3	-17	-1	-1.1	1
10	CCCc1cc(-c2n[nH]c(=S)n2CC)cs1	4	-3	-4	7	-24	-11	-4	0.4	.
11	COc1nnc(-c2ccc(N3CCOCC3)c(NC(=O)c3ccc(C)cc3)c2)c2ccccc12	13	2	-3	8	-18	-22	-5	1.1	.
12	CCCC(=O)C1=C(N2CCCC2)CC(C)(C)C(C(=O)OC)C1=O (centres undefined)	6	-8	6	-22	27	-1	-5	1.0	0.89
13	O=C(NCc1ccccn1)C1CCN(S(=O)(=O)N2CCCC2)CC1	5	1	-7	-4	0	-5	-26	-0.5	1.2
14	CCOC(=O)N1CCN(c2ccc(C(C)=O)cc2F)CC1C (centres undefined)	1	-7	-1	11	-16	-6	-7	0.7	-0.71
15	NC1=NC(=O)/C(=C\c2ccco2)S1	10	-1	0	-5	-21	-7	1	0.5	2.2
16	CC1(C)Cc2c(c(N3CCOCC3)nc3sc4c(NCc5ccco5)nnnc4c23)CS1	25	5	14	-12	-33	-5[20 µM]	8	-1.1	-1
17	C=CCc1c(C)nc2c(C)cccc2c1SC(=N)N	1	-4	10	17	14	-25	0	0.8	-0.37
18	O=C(NC1CCCCC1)Oc1cccc2ccccc12	9	5	-4	11	-20	-30	-6	0.0	-0.33
19	CC(C)n1nc(C(=O)OCn2nnc3ccccc3c2=O)c2ccccc2c1=O	18	-4	19	0	19	-17	-3	0.3	-1.6
20	CCCCc1nc2ccccc2c(C(=O)O)c1C	8	-2	2	0	0	-15	-21	1.1	.
21	COc1cccc(N(C(=O)c2ccco2)C(C(=O)NC2CCCC2)c2cccnc2)c1 (centres undefined)	10	-13	-7	-8	-6	-21	-10	-0.7	.
22	O=[N+]([O-])c1cccc(C(=Nc2cccc(Cl)c2)NO)c1	1	-6	6	8	-1	3[20 µM]	-20	0.2	.
23	C=CCn1c(SCC)nc(O)cc1=O	11	-5	6	8	-5	-10[20 µM]	-16	1.9	0.14
24	Cc1ccc(C)c(C(=O)COC(=O)c2ccc(Br)o2)c1	2	-5	-7	1	6	-17[20 µM]	-10	-0.5	.
25	CCOC(=O)c1ccc(N2C(=O)C(O)=C(C(C)=O)C2c2ccc(O)c(OC)c2)cc1 (centres undefined)	5	3	-2	-5	6	-7	3	-0.2	0.1
26	Cc1ccc(S(=O)(=O)NCc2cn3c(C)csc3n2)cc1	13	1	-1	-5	-32	-26	-2	1.7	-0.038
27	COc1ccc(N2CCN(C(=O)c3ccc(N4C(=O)NC5CC4(C)Oc4ccccc45)cc3)CC2)cc1 (centres undefined)	15	4	2	1	-47	-17	-21	-0.1	-0.3
28	CC(C)(O)C(=O)NNC(=S)Nc1cccc(C(F)(F)F)c1	-2	-1	-5	0	-26	-20	-17	1.9	-0.012
29	CC(=O)OCC1=C(C(=O)O)N2C(=O)C(NC(=O)c3ccc(COc4cccc(Cl)c4Cl)o3)C2SC1 (centres undefined)	5	-23	-8	-3	-64	-14	-7	0.8	-1.4
30	O=C(O)CSc1ccc2ccccc2n1	4	1	3	4	12	-22[20 µM]	3	0.6	-0.26
31	Cc1cnc([N+](=O)[O-])n1CCOC(=O)NC(=O)c1ccc(C(F)(F)F)cc1	15	-4	1	1	-32	-15	6	0.7	.
32	Cc1ccc(OCC(=O)N(Cc2ccc(N(C)C)cc2)C2CCS(=O)(=O)C2)cc1C (centres undefined)	-1	-7	-4	-3	-3	-9	-6	-1.4	-0.99
33	NC(=O)c1cccc(S(=O)(=O)N2CCCCC2)c1	14	-2	5	3	-23	-25[20 µM]	6	0.8	0.58
34	COc1ccc(CCN2CN(S(=O)(=O)c3ccccc3)c3nc4ccccc4nc32)cc1	-1	-12	-3	-17	10	-17	0	0.4	0.0084
35	CC(=O)N(Cc1cccnc1)Cc1cc2ccc(C)cc2[nH]c1=O	20	6	7	1	-65	-8	-12	1.1	0.021
36	COCCCNCC(=O)Nc1ccc(OC(F)(F)F)cc1	-4	-4	1	.	-8	-5	-27	0.1	3.6*
37	COc1cc2c(C#N)c(N3CCc4ccccc4C3)nc(N)c2c(N)n1	-18	1	-15	-13	.	6	-54	-1.2	-0.046
38	CC12C=CC3(O1)C(C(=O)N(c1ccccc1)C3C(=O)NC1CCCC1)C2C(N)=O (centres undefined)	14	0	2	0	-25	-6[20 µM]	-8	-0.5	-1
39	COc1cc(NC(=O)Cn2nc(-c3ccc(F)cc3)ccc2=O)ccc1-n1cnnn1	6	-2	3	-2	20	-6	11	0.0	-0.085
40	O=c1cc(N2CCCCC2)[nH]c(=O)n1C1CCCCC1	5	3	2	6	8	-23	-3	1.4	0.97
41	CC(NC(=O)C(=O)NN=C1CCCCCCC1)c1ccccc1 (centres undefined)	14	-1	-2	-2	-21	-6[20 µM]	-9	1.0	.
42	OCCn1c(CSc2nc3ccccc3n2CCO)nc2ccccc21	14	2	3	1	-40	-2	-23	0.7	-1.1
43	COC(=O)CCCC1=CC2=CC(=O)C(C)(OC(=O)c3cccs3)C(=O)C2=CN1CCCOC(C)C (centres undefined)	6	-2	0	3	-2	-13	0	.	-0.98
44	Cc1ccccc1-n1nnnc1SCC(N)=O	18	3	3	16	-18	-4	15	0.1	0.61
45	COCCNC(=O)C1CC(c2ccc(F)cc2)=NO1 (centres undefined)	15	1	1	-5	-4	-14[20 µM]	-6	0.2	0.6
46	CCc1nnc(NC(=O)CCC(=O)Nc2ccccc2)s1	10	5	4	0	-31	-21[20 µM]	31	1.1	0.12
47	CCN(CC)c1ccc(C(=O)Nc2cccc(F)c2)cc1	13	-4	-4	-1	-8	-14	2	-0.2	-3.3*
48	Cc1ccnc(NC(=O)COc2ccc(Cl)cc2)n1	5	0	0	11	27	4	-3	1.9	-0.79
49	COc1ccc(NC(=O)c2cc(S(=O)(=O)N3CCOCC3)cs2)cc1	6	-15	-2	3	-18	-14	-1	0.3	0.83
50	Cc1ccc(-c2nc(NCC3CCCO3)sc2C)cc1 (centres undefined)	2	-23	-12	3	-11	-25	-7	0.6	-0.47
51	COCC(C)n1c(C)cc(C(=O)COC(=O)c2ccc3c(c2)NC(=O)CS3)c1C (centres undefined)	10	-5	8	1	20	-12	-17	-1.6	0.19
52	Cc1ccc(-c2csc(NC(=O)c3cc([N+](=O)[O-])ccc3N3CCOCC3)n2)cc1	1	-1	-4	10	-34	-19	-8	0.4	-1.1
53	Cc1ccc(NC(=O)CSc2n[nH]c(-c3ccncc3)n2)cc1C	-11	-10	1	-5	1	-11	-17	1.0	-2.2
54	Cc1cccc(C)c1OCC(=O)OCC(=O)c1ccc2c(c1)NC(=O)CO2	18	3	4	-4	-1	-11[20 µM]	8	1.8	-0.37
55	O=C(Nc1nc(-c2ccccn2)cs1)c1ccccc1-n1cnnn1	7	5	13	13	-12	-26	-16	-0.1	-0.56
56	C(=N\n1cnnc1)/c1cccc(Oc2ccccc2)c1	2	-4	5	0	6	-18	-29	1.4	-2.2
57	CCOC(=O)c1cc2c(=O)n3cccc(C)c3nc2n(C)c1=N	-96	-29	-26	.	-428	-110	i	0.4	1
58	O=C(Nc1ccc(-c2cnco2)cc1)c1ccc(F)cc1F	13	1	3	-7	-20	-18	0	-0.2	.
59	Cc1ccc(-c2c(C)n([O-])c3c([n+]2=O)CCCC3)cc1	4	3	-2	21	24	-19	5	2.1	0.42
60	CCOC(=O)c1cccc(NS(=O)(=O)c2cnc[nH]2)c1	9	-4	-2	4	9	-16	10	1.1	-0.19

(next part)
entry	Structure	FXIIa inh 1536	Thrombin inh	FXIa inh 1536	Rad51 HR inh	m-calpain inh	Furin inh	KLK5 inh	PERK inhibitor	KCC2 mod
61	CN(C)CCCN1C(=O)c2cccc3c(Br)ccc(c23)C1=O	-5	0	0	-20	-50	-4	-34	-0.4	-0.49
62	CS(=O)(=O)c1ccc(N)cc1	6	0	1	2	-11	-33	-9	-0.8	.
63	COCCNC(=O)CCSCc1ccccc1F	5	-2	-2	8	-58	-23	3	0.7	0.016
64	COC(=O)Cc1[nH]nc2c1C(c1cccc(OC)c1OC)C(C#N)=C(N)O2 (centres undefined)	7	-2	-11	2	-26	-21	-22	1.0	-1.2
65	O=c1c(Cl)c(N/N=C/c2ccc(Cl)cc2)cnn1-c1ccccc1	4	-5	1	3	-47	-14	-23	-0.6	-2.7
66	O=C(NCc1ccccn1)C(C(=O)c1cccc([N+](=O)[O-])c1)n1cc(Cl)ccc1=O (centres undefined)	7	-10	-1	1	6	-10	-5	1.1	0.79
67	Cc1cnc(C(=O)Nc2nnc(SCc3c(Cl)cccc3Cl)s2)cn1	15	-9	2	-7	-17	0	-31	0.3	1.1
68	O=C(COC(=O)c1ccc(Cl)nc1)Nc1cc(S(=O)(=O)N2CCCCC2)ccc1Cl	3	-1	0	9	-22	-27	17	0.2	0.16
69	COc1ccc(C2CC(=O)c3cnc(Nc4cc(C)cc(C)c4)nc3C2)cc1 (centres undefined)	13	0	1	6	-16	-5[20 µM]	-1	-0.9	-1.2
70	COC(=O)c1cc(C#N)c(N2CC(C)OC(C)C2)nc1C (centres undefined)	6	-8	-2	-19	24	-10	0	0.2	-0.06
71	O=C(c1ccccc1)N1CCN(C(=O)c2ccccc2)C1c1ccccc1	17	-13	-1	6	-8	-5[20 µM]	-21	0.3	0.23
72	O=C(c1noc2c1CCc1ccccc1-2)N1CCc2ccccc2C1	23	21	7	8	36	-13	30	-0.6	-2.6
73	CN1CCC(=O)N(CCSc2ccc(Br)cc2)CC1	8	1	2	-5	-12	-32	3	.	0.2

Source: PubChem BioAssay

This is a subset; count on the stated rates, not on these rows.
